# High-throughput results (PubChem)
# HT1080 viability: HT1080 cell viability loss – fluorescence readout (AID 620); HT1080 viability, fluorescence; higher % means a stronger effect; cytotoxicity, % at 10 µM; hits with a dose series show EC50 in µM; hit rate 0.42% among 87,000; in the data active means cytotoxicity above about 50%;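 further: cells exposed to compound overnight then 4 h with Alamar Blue; 0% = vehicle DMSO and 100% = killing control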
# Active calls of the source: *.
no. | SMILES | HT1080 viability
1 | CCN1CCN(c2nc3ccccc3s2)CC1 | 12.9%
2 | CC1CCC(NCC(O)c2ccccc2)CC1 (centres undefined) | 4.4%
3 | O=C(c1cccs1)c1cn(Cc2ccccc2Cl)c2ccccc12 | -1.9%
4 | COc1cc(/C=C2\C(=O)NC(=O)N(c3ccccc3)C2=O)cc(OC)c1OC | -14.9%
5 | CC12CN3CCN(C1)CC(C)(C3)C2=NO | 0.8%
6 | CCCNC(=O)c1c(N)n(Cc2ccco2)c2nc3ccccc3nc12 | -13.7%
7 | CCc1cc2c(N3CCN(C)CC3)ncnc2s1 | 10.9%
8 | O=C1NC(=S)NC(=O)C1C/C=C/c1ccccc1 | -11.6%
9 | Cc1cc(NC(=O)COC(=O)c2c(C)nn(Cc3ccccc3)c2C)no1 | -1.3%
10 | CC(=NCCN1CCOCC1)c1c(O)n(Cc2ccccc2)c(=O)[nH]c1=O | 2.2%

# Among those listed so far, these contain a thiophene ring, fused or not.
no. | SMILES | HT1080 viability
3 | O=C(c1cccs1)c1cn(Cc2ccccc2Cl)c2ccccc12 | -1.9%
7 | CCc1cc2c(N3CCN(C)CC3)ncnc2s1 | 10.9%

# Returning to the listing; the 3 compounds before the break are reprinted first.
no. | SMILES | HT1080 viability
8 | O=C1NC(=S)NC(=O)C1C/C=C/c1ccccc1 | -11.6%
9 | Cc1cc(NC(=O)COC(=O)c2c(C)nn(Cc3ccccc3)c2C)no1 | -1.3%
10 | CC(=NCCN1CCOCC1)c1c(O)n(Cc2ccccc2)c(=O)[nH]c1=O | 2.2%
11 | Nc1c(C(=O)NCc2ccco2)c2nc3ccccc3nc2n1CCN1CCOCC1 | 25.9%
12 | O=C(NCc1ccc(C(=O)N2CCC3(CC2)OCCO3)cc1)c1cccc(Br)c1 | -8.9%
13 | CN1CCN(c2c(N)c(=O)oc3ccccc23)CC1 | 7.2%
14 | N#Cc1cc2c(nc1SCC(=O)Nc1cc(Cl)cc(Cl)c1)C1CCN2CC1 | -11.5%
15 | O=c1c(C=NCc2cccs2)c(O)n(C2CCCCC2)c(=O)n1C1CCCCC1 | -7.6%
16 | C=C[C@@H]1C[C@@]1(C)[C@@H](NP(=O)(c1ccccc1)c1ccccc1)c1ccccc1 | 7.3%
17 | CN1CCN(C(=O)COc2ccc(S(=O)(=O)NCc3ccccc3)cc2Cl)CC1 | 18.7%
18 | O=c1[nH]c(CN2CC=C(c3ccccc3)CC2)nc2cc(C(F)(F)F)ccc12 | -1.6%
19 | COC(=O)C1=C(N)Oc2c(c(=O)oc3ccccc23)C1c1cccnc1 (centres undefined) | -2.4%
20 | CC(=NCC1CCCO1)c1c(O)n(-c2ccc(C)cc2)c(=O)[nH]c1=O (centres undefined) | -7.0%

# Exported as labelled records: part of the list above
15: O=c1c(C=NCc2cccs2)c(O)n(C2CCCCC2)c(=O)n1C1CCCCC1
  HT1080 viability: -7.6%

12: O=C(NCc1ccc(C(=O)N2CCC3(CC2)OCCO3)cc1)c1cccc(Br)c1
  HT1080 viability: -8.9%

13: CN1CCN(c2c(N)c(=O)oc3ccccc23)CC1
  HT1080 viability: 7.2%

# (continued)
no. | SMILES | HT1080 viability
21 | CC1(C)C2([N+](=O)[O-])CNCC1([N+](=O)[O-])CNC2 | -8.3%
22 | Cc1ccc2c(c1)C1CN(C)CCC1N2C(=O)Nc1cccc(C(F)(F)F)c1 (centres undefined) | 12.7%
23 | CC(NC1CCCCC1)C(O)C12CC3CC(CC(C3)C1)C2 (centres undefined) | 6.7%
24 | COCCOC(=O)c1c(C)n(C)c2ccc(OC(=O)N(C)C)cc12 | -6.8%
25 | CCC/C=C(\CCC)C(NP(=O)(c1ccccc1)c1ccccc1)c1ccccc1 (centres undefined) | -19.1%
26 | CN1CCC(N(C)Cc2cccnc2)CC1 | 18.3%
27 | Cc1ccc(N(C)C(=O)Oc2cccc3ccc(C)nc23)cc1 | -2.2%
28 | CCC1CN(C)CCC1(OC(C)=O)c1ccccc1 (centres undefined) | -10.5%
29 | CN1CCN(CCC(=O)OC2CC3CCC(C2)N3C)CC1 (centres undefined) | 0.6%
30 | CC1N(P(=O)(c2ccccc2)c2ccccc2)CC(O)(c2ccccc2)CC12CC2 (centres undefined) | -15.9%
31 | CC(=NCCN1CCCCC1)c1c(O)n(-c2ccc(Cl)cc2)c(=O)[nH]c1=O | -10.6%
32 | Cc1nn(C2CCOC(C)(C)C2)c2c1C(c1ccc(OC(C)C)cc1)SCC(=O)N2 (centres undefined) | 5.3%
33 | CCN(CC)C1=NC(=[N+](CC)CC)c2ccccc21 | 1.1%
34 | CC(c1ccccc1)n1cncc1C(=O)O (centres undefined) | 13.7%
35 | CCOc1cccc(OCC)c2c(C)[n+](CC3CCCO3)c(C)c1-2 (centres undefined) | -15.8%
36 | CN(C)CCN=Cc1c(O)n(Cc2ccco2)c(=O)[nH]c1=O | -7.8%

# Down the list, quoted from above.
# Compounds 2–5 in HT1080 viability read 4.4%, -1.9%, -14.9%, 0.8%

# Only part of the results is shown. The share of hits here may be higher or lower than overall.
